Source: PubChem (National Center for Advancing Translational Sciences (NCATS))
USP2a inh – inhibitors of human ubiquitin-specific protease USP2a | O75604 | USP2 core, Ub-CHOP2 coupled fluorogenic reporter, 485/531 | Potency, µM (doses to about 38.3 µM), inactives show at the top dose activity change, negative = inhibition, usual class: inhibitors | hit rate 0.01% among 330,000 | AID 463254;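 further: potency means the concentration at half of the fitted maximal effect; plate controls were DMSO wells for no effect and full inhibition by NEM control for full effect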
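Cell-free coupled assay: 10nM USP2 core preincubated 30min RT with compound in Tris-HCl pH 8.0/CaCl2/CHAPS buffer, then 25nM Ub-CHOP2 and 25nM reporter substrate; fluorescence (Ex 485/Em 531) read after 60min RT, normalized to NEM inhibition, concentration-response curves fitted.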
Tb PFK inh – inhibitors of T. brucei phosphofructokinase; hit rate 0.17% among 330,000; Potency, µM (doses to about 57.5 µM), inactives show top-dose activity, negative = inhibition, hits mostly inhibitors; O15648; T. brucei PFK, ADP-Glo luminescence;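 further: potency means the concentration at half of the fitted maximal effect; 0% = uninhibited 1x PFK enzyme wells and -100% = no-enzyme wells; nearly all actives have a fitted effect of over 60% in size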
Target sequence (O15648 whole entry, looked up): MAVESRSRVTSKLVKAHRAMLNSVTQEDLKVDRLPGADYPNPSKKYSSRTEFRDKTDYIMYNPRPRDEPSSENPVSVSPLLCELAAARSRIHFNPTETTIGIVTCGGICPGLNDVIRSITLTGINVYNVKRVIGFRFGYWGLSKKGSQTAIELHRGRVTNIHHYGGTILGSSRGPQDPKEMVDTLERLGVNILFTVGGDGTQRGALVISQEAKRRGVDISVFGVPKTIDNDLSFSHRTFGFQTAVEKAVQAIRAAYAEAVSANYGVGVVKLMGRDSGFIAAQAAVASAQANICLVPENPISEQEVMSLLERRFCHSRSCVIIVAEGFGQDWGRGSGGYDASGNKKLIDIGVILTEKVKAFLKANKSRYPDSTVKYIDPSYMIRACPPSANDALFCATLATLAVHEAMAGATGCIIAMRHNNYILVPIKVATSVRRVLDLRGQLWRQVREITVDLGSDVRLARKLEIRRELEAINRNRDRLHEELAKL
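In TEA buffer at pH 8.0 with 5 mM MgCl2, enzyme (1.25 nM) converted F6P (0.5 mM) and ATP (0.1 mM) for 45 min at room temperature. ADP product was read by luciferase luminescence.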
PTAP TSG101 blk – blocks PTAP/TSG101 interaction to inhibit HIV-1 budding; Fluorescence polarization, FITC-PTAP peptide / Tsg101 binding; Potency, µM (highest dose often 115 µM), inactives show at the top dose activity change, negative = inhibition, most hits filed as inhibitors; 340,000 tested, under 10 active; AID 493005; active means well fitted inhibition curve with a large enough effect in the main read-out, with a control signal flat, not every such curve was filed as active; inconclusive means small, poorly fitted or top-dose-only effect, or effect the other way, or a change in a side signal; inactive means no such curve, though single readings can be large or run the other way; further: potency means the concentration at half of the fitted maximal effect; % of control where 0% means no effect
Target sequence (Q99816 whole entry, looked up): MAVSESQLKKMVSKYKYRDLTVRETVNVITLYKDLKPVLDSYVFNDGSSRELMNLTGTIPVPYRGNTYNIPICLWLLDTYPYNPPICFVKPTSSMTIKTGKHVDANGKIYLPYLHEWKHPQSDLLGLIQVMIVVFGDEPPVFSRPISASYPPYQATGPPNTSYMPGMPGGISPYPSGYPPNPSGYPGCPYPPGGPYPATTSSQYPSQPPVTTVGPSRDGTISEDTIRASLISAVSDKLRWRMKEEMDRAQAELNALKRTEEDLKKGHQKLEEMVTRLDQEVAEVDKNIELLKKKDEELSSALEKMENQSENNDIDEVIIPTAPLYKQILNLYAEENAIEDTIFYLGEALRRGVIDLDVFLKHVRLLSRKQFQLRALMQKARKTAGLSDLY
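Compounds were pin-transferred onto Tsg101 binding domain (10 uM final) in HEPES pH 7.5 buffer, then FITC-PTAP peptide was added at 50 nM final. After 20 min at RT, polarization reported peptide displacement across a qHTS concentration series.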
ELG1 DNA repair – blocks ELG1-dependent DNA repair in HEK293T cells; Potency, µM (doses to about 46.1 µM), inactives show at the highest dose activity change, negative = inhibition, hits mostly inhibitors; HEK293T ELG1-luciferase reporter, luminescence, 16 h; DNA damage induced by 5-fluorouridine; hit rate 2.3% among 330,000; further: potency means the concentration at half of the fitted maximal effect; on the % scale 0 is the no-effect control and ±100 the full control effect; nearly all actives have a fitted effect of over 55% in size
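Luminescence from the luciferase reporter, measured 30 min after ONE-Glo reagent at room temperature, was the read-out. Beforehand, 2,000 cells per well were exposed for 16 hr at 37 °C to 5-fluorouridine together with compound or vehicle.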
Eya2 phos inh – Eya2 (human) phosphatase inhibition. Potency, µM (series often up to 76.9 µM), inactives show top-dose activity, negative = inhibition, most hits filed as inhibitors. hit rate 0.006% among 330,000. O00167. recombinant Eya2, OMFP fluorescence dephosphorylation (OMFP is methylfluorescein phosphate); further: potency means the concentration at half of the fitted maximal effect; on the % scale 0 is the no-effect control and ±100 the full control effect
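Eya2 protein (added as 0.2 uM solution) was preincubated with compound for 10 min at ambient temperature in 50 mM HEPES pH 7.5, 50 mM NaCl, 5 uM MgCl2, 0.05% BSA, 1 mM DTT. OMFP (added at 50 uM) then reacted 10 min; fluorescence read at 485/525 nm.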
Mito fusion yeast – mitochondrial division inhibition or fusion activation. S. cerevisiae fusion-defective mutant growth rescue, CellTiterGlo 48 h. Potency, µM (series often up to 46.1 µM), for the others: at the highest dose growth rescue (activation), usual class: activators. hit rate 0.23% among 320,000;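 further: potency means the concentration at half of the fitted maximal effect; % of control where 0% means no effect; nearly all actives have a fitted effect of over 45% in size; temperature-sensitive fusion mutants such as fzo1-1 at 37 °C on non-fermentable ethanol glycerol medium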
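Temperature-sensitive fusion-defective S. cerevisiae (e.g. fzo1-1, mgm1-5) were grown with compound in YPEG medium (3% ethanol, 3% glycerol) for 48 hours at 37C. Growth rescue was measured as viability by CellTiterGlo luminescence after 10 minutes at ambient.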
B2AR arrestin – agonists driving beta-arrestin recruitment to human beta2-adrenergic receptor | beta-arrestin recruitment to beta2AR, cell-based reporter | AID 492947 | Potency, µM (doses to about 46.1 µM), without a hit: at the top dose activation, most hits filed as activators | hit rate 0.02% among 330,000 | P07550;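 further: potency means the concentration at half of the fitted maximal effect; 0% = DMSO controls and full agonism = EC100 isoproterenol or metaproterenol; nearly all actives have a fitted effect of over 65% in size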
TSHR antag – human thyrotropin receptor antagonism; P16473; TSHR-expressing cells, TSH-stimulated cAMP HTRF, 2 h; stronger effect = lower value; activity change, negative = inhibition, % at 11.5 µM; hit rate 0.2% among 330,000;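 active means activity change below a set negative limit, meaning inhibition stronger than a set level, cut at about -70% in these data; inconclusive means activity change between two set negative limits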; further: on the % scale 0 is the no-effect control and ±100 the full control effect
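Freshly harvested TSHR cells receive pin-tooled compound, then EC80 TSH at 4nM final. After 2 hours at 37 deg C, antibody in lysis buffer and cAMP-d2 are added; 30 minutes at ambient temperature precede the HTRF read.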
TCR activator – T cell receptor activation. primary human leukocytes, anti-CD3, IL-2 HTRF, 48 h. Potency, µM (top dose mostly 9.22 µM), without a hit: at the top dose activation of IL-2 secretion, most hits filed as activators. 330,000 tested, under 10 active. AID 504894; further: % of control where 0% means no effect
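IL-2 produced over 48 hr by a-CD3 bead-stimulated primary human leukocytes exposed to compounds was detected with a homogeneous time-resolved FRET immunoassay, 665nm acceptor signal after 320nm excitation.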
BCR signal inh – chronic active BCR signaling inhibition; ABC-DLBCL IkBa-CBG/CBR reporter, luminescence ratio, 4 h; Potency, µM (titrated, usually from 46.1 µM), for inactives: at the top dose ratio change, negative = lower green/red ratio, hits mostly inhibitors; hit rate 0.05% among 340,000; active means well fitted inhibition curve with a large enough effect in the signal ratio, with a control signal flat, not every such curve was filed as active; inconclusive means small, poorly fitted or top-dose-only effect, or effect the other way, or a change in a side signal; the % refers to the signal ratio;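 further: potency means the concentration at half of the fitted maximal effect; plate controls were basal doxycycline-induced cells for no effect and cells given 10 µM MG132 for full effect; MG132 reads +100%, hits lower the ratio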
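Doxycycline induced both beetle luciferases in TMD8 lymphoma cells; IKK-driven degradation limits the IkappaBalpha-fused green signal, while red luminescence normalises for cell number and nonspecific effects. Compounds tested up to 46 uM, 4 hrs.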
uPA surface inh – inhibitors of cell surface uPA generation | cell surface uPA generation assay, qHTS | Potency, µM (titrated, usually from 38.3 µM), for the others: top-dose activity change, negative = inhibition, actives largely listed as inhibitors | hit rate 0.31% among 330,000; active means well fitted inhibition curve with a large enough effect; inconclusive means small, poorly fitted or top-dose-only effect; inactive means no such curve, though single readings can be large or run the other way; tested in mouse RAW 264.7 cells; further: potency means the concentration at half of the fitted maximal effect; on the % scale 0 is the no-effect control and ±100 the full control effect; nearly all actives have a fitted effect of over 55% in size
Starred values were filed as active, the others as inactive; ? = inconclusive; / = not tested or not shown; [ ] = dose if it differs, or a comment. Unless noted, the call rests on the fitted dose curve; in most records, active means well fitted curve in the direction sought with a large enough effect; inconclusive means small, poorly fitted or top-dose-only effect, or another doubt; inactive means no such curve, though single readings can be large; an effect the other way counts as inactive or inconclusive.

canonical_smiles,USP2a inh,Tb PFK inh,PTAP TSG101 blk,ELG1 DNA repair,Eya2 phos inh,Mito fusion yeast,B2AR arrestin,TSHR antag,TCR activator,BCR signal inh,uPA surface inh
COc1ccccc1CSc1nc2c(c(=O)n(C)c(=O)n2C)n1C,4%,-8%,-1%,-3%,14%,14%,-0.7%,-4,-8%,3%,7%
COc1cc2cc(C)c(SCC(=O)N3CCOCC3)nc2cc1OC,0%,-3%,-4%,-29%,25%,-6%,-0.1%,-1,2%,-3%,-6%
CCn1c(SCC(=O)Nc2oc(-c3ccccc3)c(-c3ccccc3)c2C#N)nnc1-c1ccncc1,3%,-4%,-1%,-13%,-6%,-1%,-0.2%,-26,2%,?,3%
CC1(C)CC(=O)C2=C(C1)NC(=O)CC2c1ccc(F)cc1 (configuration not stated),-1%,0%,-1%,-7%,-19%,3%,-0.3%,6,9%,-14%,5%
Cc1ccc(CN2CCCOCCS2(=O)=O)cc1,0%,-3%,2%,-9%,-1%,1%,-0.5%,-8,6%,-4%,-2%
COc1ccc(S(=O)(=O)N2CCOCC2)cc1NC(=O)COc1ccccc1OC,2%,0%,3%,-14%,0%,1%,0.0%,-10,-1%,-11%,2%
CCOC(=O)N1CCN(CC(=O)Nc2ccc([N+](=O)[O-])cc2C(=O)Nc2ccccc2F)CC1,-16%,-1%,-3%,7.3µM*,-7%,17%,-0.7%,-9,3%[46.1 µM],0%,4%
FC(F)(F)Oc1ccc(Nc2nc(N3CCOCC3)nc(N3CCOCC3)n2)cc1,2%,-2%,-3%,?,4%,-4%,0.2%,-3,-1%,?,27%
CCC(=O)NC(c1ccc(N(C)C)cc1)c1c(O)ccc2ccccc12 (configuration not stated),2%,0%,-2%,?,6%,1%,-0.4%,-4,-5%,-6%,3%
CCn1cc(/C=N/N=C2\CCC3C4CCc5cc(O)ccc5C4CC[C@]23C)c(C)n1 (some centres not stated),-2%,0%,-8%,0%,0%,-5%,-0.1%,-6,2%,0%,-5%
CC(C)CC(=O)Nc1nnc(SCC(=O)NCc2ccc3c(c2)OCO3)s1,0%,0%,-2%,1%,-1%,-2%,-0.4%,1,/,1%,4%
c1ccc(OCc2nn3c(-c4ccncc4)nnc3s2)cc1,-1%,-6%,0%,0%,24%,7%,0.3%,15,-2%,8%,/
C/C=C/C(=O)Nc1cccc(C2=NOC3(C2)C[C@H](C(N)=O)N(C(=O)/C=C/C)C3)c1 (some centres not stated),6%,1%,-2%,?,-5%,-11%,-0.6%,-2,7%,-1%,2%
CSc1nc(NC(C)=O)nc(C)c1Cl,-1%,0%,-5%,2%,12%,-3%,-0.4%,-9,8%,-1%,7%
CCCCC(=O)Nc1cccc(NC(=S)NC(=O)C(C)C)c1,-1%,-16%,-3%,?,0%,1%,0.5%,3,-2%[46.1 µM],-28%,2%
C/C(CC1CC2=C(CC1(C)C)C(C)(C)CCC2)=N\NC(N)=S (configuration not stated),1%,1%,-1%,?,-14%,21%,?,-25,10%,?,-8%
Cc1ccc(NC(=O)c2ncn(CC(=O)N3CCN(c4ccccn4)CC3)n2)cc1C,-1%,2%,0%,13%,2%,/,5.7%,-9,3%[46.1 µM],1%,-11%
CCOc1cc2[nH]c(=O)n(CCC(=O)NCc3ccc(OC)cc3)c(=O)c2cc1OCC,3%,-3%,1%,-12%,-6%,1%,0.2%,5,-3%,-1%,-4%
NS(=O)(=O)c1ccc(CNC(=O)CCS(=O)(=O)Cc2ccccc2)cc1,2%,0%,-1%,19%,5%,5%,-0.2%,-79*,-4%,0%,11%
CC(C)NC(=O)COc1ccc(S(=O)(=O)N(C)Cc2ccccc2)cc1,0%,-1%,1%,-8%,-29%,2%,0.1%,8,-3%,0%,-5%
COc1ccc(-c2c(C#Cc3ccsc3)c3cc(-c4ccc5c(c4)OCCO5)ccc3n2C)cc1,1%,8%,0%,19%,7%,/,0.2%,4,7%,2%,-3%
O=C(c1ccccc1)N1CCN(c2ccc(Cl)cc2)CC1,4%,-3%,-11%,?,0%,0%,0.5%,-1,5%,-1%,4%
O=C(COC(=O)c1ccc[n+]([O-])c1)Nc1ccc(Cl)cc1[N+](=O)[O-],-1%,0%,-3%,12%,10%,-7%,-0.4%,-7,3%,3%,-4%
CCC(C)Oc1ccc(C(=O)Nc2ccc(CN3CCOCC3)cc2)cc1 (configuration not stated),-2%,4%,1%,?,-4%,3%,-0.6%,-6,-8%,0%,?
CCNC(=O)CCS(=O)(=O)c1ccc2ccccc2c1,1%,-3%,-4%,16%,-9%,-2%,-0.8%,4,7%[46.1 µM],-24%,/
COc1ccc(CN2CC(C(=O)NCCN3CCOCC3)CC2=O)cc1 (configuration not stated),0%,-5%,-5%,15%,2%,3%,-0.3%,-1,1%,?,5%
COC(=O)c1ccc(NC(=O)CCCN2C(=O)NC(C)(C)C2=O)cc1,-1%,-1%,-5%,24%,-27%,0%,-0.8%,-9,-4%,?,3%
CC(C)NC(=O)c1cc(-n2cnnc2)ccc1Cl,3%,3%,-2%,-2%,2%,1%,-0.1%,-3,3%,2%,/
CC[n+]1c(/C=C(\C)Nc2ccccc2)sc2ccccc21,1%,0%,2%,0%,-6%,4%,-0.4%,11,-1%[46.1 µM],-8%,-5%
CC(=O)c1ccc(NC2OC(CO)C(O)C(O)C2O)cc1 (configuration not stated),2%,-2%,-4%,-4%,-5%,0%,0.6%,-5,7%,?,-1%
CC(=O)N1CCN(S(=O)(=O)c2cccc(C(=O)Nc3ccc(OC(F)F)cc3)c2)CC1,-1%,-1%,0%,?,-9%,-1%,-0.4%,-12,-8%,-1%,-13%
O=C(N/N=C1/CCc2ccccc21)C1CC1,1%,0%,-4%,?,-7%,4%,-0.2%,6,0%,0%,5%
CN(C)S(=O)(=O)c1ccc(S(=O)(=O)N2CCCC(C(=O)NC3CC3)C2)cc1 (configuration not stated),2%,-3%,2%,?,7%,-2%,0.0%,11,4%,-1%,-11%
CCn1c(C)cc(/C=C2/NC(=O)N(c3ccccc3)C2=O)c1C,2%,-6%,-11%,?,-3%,3%,0.2%,-7,3%,3%,-4%
O=c1cc(-c2ccccc2Cl)oc2c(NS(=O)(=O)c3cccc4nsnc34)ccc(O)c12,3%,2%,1%,-9%,-5%,23%,-0.1%,-7,-5%,0%,-16%
CC(=O)Nc1ccc(/C(C)=N/Nc2nc(Nc3cccc4ccccc34)nc(N3CCOCC3)n2)cc1,2%,-4%,-3%,7.3µM*,-8%,-1%,0.4%,0,-1%[46.1 µM],?,-12%
CCOc1cc(C(=O)OCc2cccc(OC)c2OC)ccc1OCC(=O)N1CCOCC1,-8%,-30%,-1%,?,-7%,24%,-0.6%,/,1%,-15%,-12%
COc1ccc(NC(=O)c2cc(-c3ccccn3)nc3c(C)cc(C)cc23)c(C)c1,-1%,2%,1%,-13%,-13%,-1%,4.0%,-1,-5%,4%,5%
Cc1ccc(NC(=S)N(Cc2cccs2)Cc2cc3cc(C)ccc3[nH]c2=O)cc1,1%,4%,-3%,1%,5%,5%,0.2%,3,3%[46.1 µM],9%,-2%
S=C1NC[C@H](CC2CCCCC2)N1CCc1cccc2ccccc12,2%,7%,-1%,-14%,-14%,7%,0.2%,4,1%,10%,19%
O=C(CNC(=O)c1cccs1)NCC(=O)OCc1c(F)cccc1Cl,0%,1%,-1%,-10%,3%,-4%,-0.1%,-1,0%,12%,6%
c1ccc2c(c1)nc1n2C2(N3CCOCC3)CCCC2C1N1CCOCC1 (configuration not stated),1%,-2%,-6%,?,-4%,1%,-0.7%,13,1%,-4%,/
